PfHsp40 rescue – rescue of yeast from PfHsp40 toxicity, primary screen, S. cerevisiae, ATP luminescence | S. cerevisiae expressing PfHsp40, growth rescue | growth rescue, % at 12.5 µM | 0.68% of 340,000 active; in the data active = growth rescue above about 28%, passing the limit was not always enough; inconclusive = no clear call, values can overlap the other calls;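 note: yeast W303a lacking pdr1 and pdr3 grown in galactose medium; growth measured after three days at 30 °C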
PriA SSB inh – inhibitors of Klebsiella pneumoniae PriA binding to SSB C-terminal tail, primary screen, biochemical, AlphaScreen; 0.6% of 430,000 active; AID 1272365, 2023; inhibition, % at 33 µM; AlphaScreen SSBct-PriA binding, biotinylated peptide; PriA–SSB C-terminal tail interaction (Klebsiella pneumoniae); in the data active = inhibition mostly above about 37%, no sharp cut-off; inactive = mostly below about 20%;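 note: plate controls were negative control peptide for no effect and reference peptide for full effect; strong numbers were not always called active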
Anthrax LF prot – Bacillus anthracis LF protease inhibitors, primary screen, biochemical, multiplex microsphere, MLPCN library; multiplex microsphere protease cleavage assay; inhibition, % at 10 µM; 0.12% of 360,000 active; note: plate controls were buffer without enzyme for full effect and enzyme alone for no effect
BoNT-A LC inh2 – BoNT/A light chain protease inhibitors, primary screen, biochemical, flow cytometry, MLPCN library; Botulinum neurotoxin type A light chain protease (Clostridium botulinum A str. ATCC 3502); 0.17% of 360,000 active; multiplex microsphere protease substrate cleavage; inhibition, % at 10 µM; note: plate controls were buffer without enzyme for full effect and enzyme alone for no effect
Yp Topo-I inh – Yersinia pestis topoisomerase I inhibitors, primary screen, biochemical, cleavage product accumulation, plate reader, single point. AID 504884, 2011. DNA topoisomerase I (Yersinia pestis CO92). activity, % at 10 µM. 0.064% of 360,000 active. Y. pestis Topo-I cleavage product accumulation; in the data active = activity above about 50%, passing the limit was not always enough; inconclusive = no clear call, values can overlap the other calls; note: inactives centre near 2
PrPC surface inh – inhibitors of human cell surface prion protein PrPC, primary screen, cell-based, TR-FRET. Major prion protein (Homo sapiens), P04156. TR-FRET read-out. inhibition, % at 13.8 µM. 0.43% of 370,000 active; in the data active = inhibition above about 24%; note: 0% = median of the test wells and 100% = reference compound wells
BH1578 lux ind – inducers of Vibrio cholerae quorum light production without autoinducers, primary screen, BH1578 luxS cqsA deficient, single point; V. cholerae BH1578 lux reporter, luminescence, 6 h; activation, % at 18.7 µM; 0.16% of 350,000 active; AID 588436, 2011; in the data active = activation mostly above about 9.7%, no sharp cut-off; inconclusive = no clear call, values can overlap the other calls; inactive = mostly below about 3.7%; note: not every result past the cut was called active; inactives centre near 0; reference of the scale not given here
SARS 3CLpro inh – SARS-CoV 3CLpro protease inhibitors, primary screen, biochemical, quenched FRET. Replicase polyprotein 1ab (Severe acute respiratory syndrome coronavirus), P0C6X7. recombinant SARS-CoV 3CLpro, quenched FRET peptide cleavage. inhibition, % at 6 µM. 0.14% of 290,000 active. AID 1706, 2009; in the data active = inhibition above about 12%
TcdB inh – TcdB glycohydrolase inhibitors, primary screen, biochemical, single point, plate reader | Toxin B (Clostridioides difficile), P18177 | TcdB glycohydrolase enzymatic assay | inhibition, % at 9.99 µM | 0.24% of 350,000 active; in the data active = inhibition above about 10%
Starred values were filed as active, the others as inactive; i = inactive; ? = inconclusive; · = not tested or not shown; & = joins results of further samples. Cut-off read from the data, not from the text of the source, unless noted: active = inhibition above about 30%; inconclusive = no clear call, values can overlap the other calls; inactive = below that. Some of the compounds tested, so the mix of outcomes need not match the whole.

structure	PfHsp40 rescue	PriA SSB inh	Anthrax LF prot	BoNT-A LC inh2	Yp Topo-I inh	PrPC surface inh	BH1578 lux ind	SARS 3CLpro inh	TcdB inh
CCC(C)n1c(SCC(=O)NC(=O)c2cccn2C)nc2ccccc2c1=O (stereo unspecified)	0.8	4	2	0.7	-5	8	3.6	4	1.3
O=C(COc1ccc(S(=O)(=O)N2CCOCC2)cc1Cl)NCCN1CCOCC1	-0.9	-6	0	-0.3	0	-2	-0.7	-7	1.4
COC(=O)c1csc(S(=O)(=O)N2CCCCC2)c1OC	-1.6	5	4	?	1	8	0.5	-1	0.9
OC(COc1ccc(Cl)cc1)CN1CCN(c2cccc(Cl)c2)CC1 (stereo unspecified)	-0.1	-8	2	-0.3	-9	3	i	1	0.2
O=C(NC1CCS(=O)(=O)C1)/C(=C\c1ccc(F)cc1)NC(=O)c1ccccc1 (stereo unspecified)	-0.7	1	-9	0.3	7	0	i	-1	-1.5
Cc1cc(-c2csc3nc[nH]c(=S)c23)cc(C)c1C	2.5	7	0	0.8	7	-9	-0.5	3	0.3
COc1cccc(CNS(=O)(=O)c2c(C(=O)N3CCCC3)c(C)n(C)c2C)c1	-0.8	-2	-1	-0.5	3	-3	i	1	-2.4
CN(C)c1ccc(C(=O)OCc2ccc(Br)cc2)cc1	0.8	-10	0	-0.8	31	7	0.3	11	·
CC(c1ccccn1)N(Cc1ccco1)C(=S)Nc1cccc(F)c1 (stereo unspecified)	-1.7	-9	-2	-0.6	-1	1	i	2	0.0
CC1(C)CSC(C)(C)C(=O)N1	-1.3	1	3	0.2	-1	9	i	·	-9.6
CCCCCCC(=O)Nc1nc(C)c(-c2csc(Nc3cccc(OC)c3)n2)s1	2.2	3	-8	-0.3	-16	1	-1.0	8	0.7
CN(Cc1ccc(Cl)cc1Cl)C(=O)C1CC(=O)N(Cc2ccco2)C1 (stereo unspecified)	·	·	-2	-0.1	8	-10	i	·	-0.2
CCN(CC)c1ccc(C(=O)Nc2ccccc2)cc1[N+](=O)[O-]	2.1	26	-6	0.2	4	-10	0.1	2	1.7
CC1Cc2cc(/C=C3/SC(=S)NC3=O)ccc2O1 (stereo unspecified)	10	3	11	-1.9	3	-9	i	-2	0.1
CC(C)Sc1cc(N2CCOCC2)nc(-c2ccc(Cl)cc2)n1	-1.0	-16	-3	0.4	-1	-5	i	-3	·

A draw from above in order of formula weight, descending.
structure	PfHsp40 rescue	PriA SSB inh	Anthrax LF prot	BoNT-A LC inh2	Yp Topo-I inh	PrPC surface inh	BH1578 lux ind	SARS 3CLpro inh	TcdB inh
COc1cccc(CNS(=O)(=O)c2c(C(=O)N3CCCC3)c(C)n(C)c2C)c1	-0.8	-2	-1	-0.5	3	-3	i	1	-2.4
CCC(C)n1c(SCC(=O)NC(=O)c2cccn2C)nc2ccccc2c1=O (stereo unspecified)	0.8	4	2	0.7	-5	8	3.6	4	1.3
CN(C)c1ccc(C(=O)OCc2ccc(Br)cc2)cc1	0.8	-10	0	-0.8	31	7	0.3	11	·
CC1Cc2cc(/C=C3/SC(=S)NC3=O)ccc2O1 (stereo unspecified)	10	3	11	-1.9	3	-9	i	-2	0.1

Later entries
structure	PfHsp40 rescue	PriA SSB inh	Anthrax LF prot	BoNT-A LC inh2	Yp Topo-I inh	PrPC surface inh	BH1578 lux ind	SARS 3CLpro inh	TcdB inh
N#CCC(=O)N/N=C/c1cc([N+](=O)[O-])ccc1N1CCCC1	0.2	·	-4	-1.0	-12	-23	i	-1	0.1
CN(C)c1ncc(CN2CCC(C(=O)Nc3ccc(-n4cccn4)cc3)CC2)s1	-1.7	5	-3	0.8	6	3	-1.4	-2	0.9
c1ccc2c(c1)OCCc1c-2[nH]c2ccccc12	0.0	7	5	-5.0	-10	2	-0.6	0	-2.4
CC(C)c1nc2sc3c(=O)[nH]c(=S)[nH]c3c2c2c1CCCC2	-0.6	0	0	1.0	6	0	i	4	-0.7
Cc1c(S(=O)(=O)N(C)C2CCCCC2)c(=O)n(C)c(=O)n1C	1.0	-26&-10	?	?	-4	6	-0.2	·	1.6
O=C(NNS(=O)(=O)c1ccc(F)cc1)c1cccc(O)c1	-0.7	-16	-4	-3.6	2	0	-0.3	2	1.3
CC1CCN(C(=O)Cn2c(=O)oc3cc(S(=O)(=O)N4CCCCC4)ccc32)CC1	1.2	-5	·	·	-7	3	-2.6	-3	-0.6
CCCN1CCC(NC2CCC(O)CC2)CC1 (stereo unspecified)	-2.4	-15	-5	0.0	4	-3	i	-6	-1.0
CC[N+]1(C)CCC(O)(c2ccc(OC)cc2)C(C(=O)c2ccc(OC)cc2)C1 (stereo unspecified)	-0.3	-16	-6	0.5	4	3	-0.8	·	0.2
CNC(=S)N(Cc1cc2cc(C)ccc2n2nnnc12)CC(C)(C)CN(C)C	1.2	-5	-2	-0.6	6	4	i	4	-0.2
CN1CCN(c2ccc(NC(=O)c3ccc(-c4cccc([N+](=O)[O-])c4)o3)cc2)CC1	1.9	14	2	0.5	-44	-36	i	-2	1.2
COC(=O)C1=C(c2cc3ccccc3o2)C[C@@H]2CC[C@H]1N2C(=O)N1CCOCC1	8.3	-8	-10	0.3	19	9	0.9	·	1.0
COCCn1c(SC(C)C(=O)Nc2ccc(N3CCOCC3)cc2)nnc1-c1ccncc1 (stereo unspecified)	-1.2	-11	-2	0.1	-7	7	-2.6	·	-1.1
Cc1cccc(NC(=O)CN2C(=O)c3ccccc3C2=O)c1C	1.4	-14	-4	-0.8	-11	4	-0.3	3	0.2
Cc1ccccc1NC(=O)CN1CCCC1	·	·	-3	0.6	2	-1	3.0	·	-0.2

Next section:
Each structure is followed by: PfHsp40 rescue	PriA SSB inh	Anthrax LF prot	BoNT-A LC inh2	Yp Topo-I inh	PrPC surface inh	BH1578 lux ind	SARS 3CLpro inh	TcdB inh
C1CCCN(c2nc3nonc3nc2N2CCCCCC2)CC1
→ -1.0	4	7	-0.7	-1	-3	i	-1	1.1
O=C(Nc1ccc2nc(N3CCOCC3)sc2c1)c1ccccc1
→ -0.1	-11	0	4.1	6	-6	1.7	·	0.2
Cc1cc2oc(=O)cc(CSc3nnc(C)n3N)c2cc1C(C)C
→ 0.3	-12	1	1.9	-5	·	-0.6	2	·
COc1ccc(NS(=O)(=O)c2cc(C(=O)OC(C)C(=O)N3CCOCC3)ccc2Cl)cc1 (stereo unspecified)
→ -0.8	-3	·	·	-10	-3	-0.4	·	0.5
O=C(NN=C1CCCCCC1)c1ccc(Br)o1
→ -1.2	0	-4	-0.7	8	1	-1.0	-8	·
CCN(Cc1cc2ccccc2[nH]c1=O)C(=O)C(C)C
→ -1.1	-16	1	0.3	-3	0	i	0	·
O=C(Cn1c(O)c(/C=C2\C=Nc3ccccc32)sc1=O)Nc1ccc2c(c1)OCO2
→ 1.1	·	-11	0.3	6	-2	-2.2	2	1.6
O=C(COC(=O)c1nc(Cl)c(Cl)c(Cl)c1Cl)c1ccc[nH]1
→ -0.3	-4	3	-1.6	-1	-7	-2.8	·	0.7
COc1ccc(OCC(O)COc2ccc(C(=O)O)cc2)cc1 (stereo unspecified)
→ -0.9	-17	-11	-1.2	5	1	-0.3	0	·
N#Cc1ccc(Nc2nc(NCc3ccccc3)nc3ccsc23)cc1
→ ·	·	-2	-0.4	-24	24	-0.1	·	0.4
O=C(CSc1nc(SCC(=O)NCc2ccccc2)n(-c2ccccc2)n1)NCc1ccccc1
→ 0.6	-2	0	0.2	42	2	i	2	5.1
Cc1cc(C)cc(N2C(=O)CN(Cc3sccc3C)C2=S)c1
→ 3.3	-31	-1	0.5	8	-2	i	1	·
Cc1cccc(NC(=O)c2cc(-c3ccc(C)c(C)c3O)n[nH]2)c1
→ ·	-14	-3	0.0	4	-6	-0.1	-3	1.7
Cc1cc(NS(=O)(=O)c2ccc(NC(=O)C3CCCCC3)cc2)no1
→ -0.9	3&-12	-3	-1.8	7	4	-2.8	-1	-2.1
CCCC(=O)NCCc1cc2cc(C)c(C)cc2[nH]c1=O
→ -0.3	-4	0	1.1	2	-2	i	1	·
CCOc1cc(/C=C2\N=C3CCCCCN3C2=O)ccc1O
→ 0.4	-11	-8	-0.9	-4	-8	-0.3	2	-19
COC(=O)c1ccc(N2CCN(C)CC2)c(NC(=O)COc2ccccc2Cl)c1
→ 1.0	-2	6	-2.3	6	2	-0.3	3	-1.0
Cc1cccc2sc(NC(=O)CCNC(=O)c3ccco3)nc12
→ -1.7	-13	3	-0.4	2	-2	2.1	·	-0.3
CCOC(=O)c1cccc(NC(=O)CN2C(=O)C3CC=CCC3C2=O)c1 (stereo unspecified)
→ -0.3	0	-4	1.2	4	-2	i	2	-0.8
COc1cc(O)c(C(CCN2CCCCC2)c2cc(OC)c(OC)c(OC)c2)c(OC)c1 (stereo unspecified)
→ 1.1	-7	-2	1.0	0	-6	-0.4	·	1.0

Part of the list above with just BH1578 lux ind, PriA SSB inh and SARS 3CLpro inh.
Structure	BH1578 lux ind	PriA SSB inh	SARS 3CLpro inh
O=C(CSc1nc(SCC(=O)NCc2ccccc2)n(-c2ccccc2)n1)NCc1ccccc1	i	-2	2
Cc1cccc(NC(=O)c2cc(-c3ccc(C)c(C)c3O)n[nH]2)c1	-0.1	-14	-3
COC(=O)c1ccc(N2CCN(C)CC2)c(NC(=O)COc2ccccc2Cl)c1	-0.3	-2	3

The results go on:
Each structure is followed by: PfHsp40 rescue	PriA SSB inh	Anthrax LF prot	BoNT-A LC inh2	Yp Topo-I inh	PrPC surface inh	BH1578 lux ind	SARS 3CLpro inh	TcdB inh
COc1ccc(NC(=O)C2CCCN(C(=O)Nc3cccc(OC)c3)C2)cc1 (stereo unspecified)
→ -0.3	2	2	0.2	-5	1	-0.3	5	0.7
COCOCCn1cc(CN2CCS(=O)(=O)N(Cc3ccc(-c4ccc(C)cc4)cc3)C(C)C2=O)nn1 (stereo unspecified)
→ ·	·	3	-0.3	23	-11	-0.4	·	2.2
COc1ccccc1NC(=O)NCCCl
→ 7.6	5	-3	-1.0	3	5	i	1	·
Cc1ccc(C)c(S(=O)(=O)N2CCN(C(=O)C3CCN(C(=O)c4ccc(F)cc4)CC3)CC2)c1
→ 1.2	-8	-3	0.7	18	-1	i	·	1.3
COc1ccc(CCNC(=O)CS(=O)Cc2nc(-c3ccc(C)cc3)oc2C)cc1OC (stereo unspecified)
→ 0.5	12	-3	1.1	25	4	-0.2	1	4.5
COc1cc2oc(=O)cc(CN3CCCC3)c2cc1Cl
→ ·	·	-5	0.3	·	3	·	·	1.1
CC(=O)N/C(=C\c1ccccc1)C(=O)OCc1ccc(F)cc1
→ -0.3	-8	?	0.4	-6	-4	i	-6	1.0
Nc1nc2cc(S(=O)(=O)NC3=NCCCCC3)ccc2s1
→ -1.1	12	-2	0.0	3	-5	i	2	0.1

Screens: PubChem, several laboratories
